Screens as filed in PubChem.
Shiga inhibitor: Shiga toxin inhibition. Vero cells, Shiga toxin protein synthesis inhibition reporter. inhibition, % at 38.7 µM. 290,000 compounds, 9.2% hits. AID 2315; in the data active = inhibition mostly above about 28%, no sharp cut-off; inactive = mostly below about 43%; note: 0% is about no effect
Pf growth 48h: P. falciparum growth inhibition at 48 hours (one generation) | P. falciparum luciferase growth in erythrocytes, 48 h | Potency, µM (highest dose often 28.7 µM), for the others: top-dose activity change, negative = inhibition, hits mostly inhibitors | 310,000 compounds, 5.9% hits; note: potency is the fitted concentration of half-maximal effect; % is set by controls: 0 for no effect and ±100 for the full control effect
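Erythrocytes infected with P. falciparum carrying an integrated firefly luciferase reporter (2% hematocrit, 0.1% parasitemia final) were exposed to compounds in RPMI 1640 with 0.5% Albumax at 37 C, 5% CO2. Growth inhibition was scored as reduced luminescence.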
Sm TGR block: inhibitors of Schistosoma mansoni thioredoxin glutathione reductase. 360,000 compounds, 3% hits. purified TGR, DTNB reduction, TNB absorbance 405 nm. Potency, µM (highest dose often 114 µM), for inactives: top-dose activity change, negative = inhibition, actives largely listed as inhibitors. Q962Y6; note: potency is the fitted concentration of half-maximal effect; % is set by controls: 0 for no effect and ±100 for the full control effect; nearly all actives have a fitted effect of over 60% in size
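Kinetic colorimetric format: TGR-catalysed, NADPH-driven DTNB reduction monitored via TNB absorbance. Enzyme dispensed at 20 nM; compound exposure 15 min at room temperature before reaction start.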
CHX counter: affects cycloheximide protein synthesis inhibition readout, counter-screen | AID 2314 | max response, % | cell reporter, cycloheximide protein synthesis inhibition counterscreen | 300,000 compounds, 12% hits; in the data active = max response mostly above about 13%, no sharp cut-off; inactive = mostly below about 14%; note: read at 38.3 µM for the half of the compounds with a filed dose; 0% is about no effect
Giardia FBPA inh: blocks Giardia fructose-bisphosphate aldolase activity. A8B2U2. purified Giardia FBPA. Potency, µM (highest dose often 59.6 µM), for the others: at the top dose activity, negative = inhibition, actives largely listed as inhibitors. 290,000 compounds, 0.71% hits; note: potency is the fitted concentration of half-maximal effect; % is set by controls: 0 for no effect and ±100 for the full control effect; nearly all actives have a fitted effect of over 55% in size
Target sequence (A8B2U2 whole entry, looked up): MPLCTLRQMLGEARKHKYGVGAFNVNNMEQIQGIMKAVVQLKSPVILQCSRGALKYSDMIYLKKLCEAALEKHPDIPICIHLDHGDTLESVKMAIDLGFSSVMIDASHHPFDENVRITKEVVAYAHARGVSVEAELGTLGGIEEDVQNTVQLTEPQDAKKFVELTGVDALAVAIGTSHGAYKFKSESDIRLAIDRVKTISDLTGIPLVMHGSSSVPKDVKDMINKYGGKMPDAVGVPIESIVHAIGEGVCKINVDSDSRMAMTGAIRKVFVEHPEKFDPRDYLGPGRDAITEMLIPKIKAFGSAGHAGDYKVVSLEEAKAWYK
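Giardia FBPA (40 nM reagent) was preincubated 10 min at RT with compound (up to 57.5 uM final), then substrate plus GAPDH/TPI/NAD/arsenate coupling system with diaphorase/resazurin was added; resorufin fluorescence (525/598 nm) was read after 20 min.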
Pf growth 96h: inhibits malaria parasite growth, 96 h | P. falciparum luciferase reporter growth, 96 h | Potency, µM (top dose mostly 28.7 µM), for inactives: at the top dose activity change, negative = inhibition, most hits filed as inhibitors | 320,000 compounds, 6.9% hits; note: potency is the fitted concentration of half-maximal effect; % is set by controls: 0 for no effect and ±100 for the full control effect
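Parasite growth measured via integrated firefly luciferase reporter in P. falciparum. Infected erythrocytes at 2% hematocrit, 0.05% parasitemia final were treated 96 hours at 37 C under 5% CO2, and luminescence was read.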
The depositor's hits bear a star; ? = inconclusive; . = no result given; & = joins results of further samples; [ ] = another dose, or the depositor's remark. Unless noted, calls come from the whole dose curve; as a rule, active = well fitted curve in the direction sought with a large enough effect; inconclusive = small, poorly fitted or top-dose-only effect, or another doubt; inactive = no such curve, though single readings can be large; an effect the other way counts as inactive or inconclusive.

compound | Pf growth 48h | Giardia FBPA inh | Shiga inhibitor | CHX counter | Pf growth 96h | Sm TGR block
CCN(CC)S(=O)(=O)c1ccc2oc(C(=O)NC3CCCc4ccccc43)c(C)c2c1 (configuration not stated) | 5.22µM* | -7.1% | 31.4 | 6.0 | . | -19.3%
COC(=O)c1ccc(CNC(=O)CN(CCC(C)C)S(=O)(=O)c2ccc3c(c2)OCCO3)cc1 | -17.9% | -2.0% | -5.3 | -1.5 | 34.6%[activator] | -6.7%
Cc1cc(C)cc(OCC(=O)OC(C)C(=O)Nc2c(C)n(C)n(-c3ccccc3)c2=O)c1 (configuration not stated) | 16.4% | . | . | . | 1.2% | -0.4%
CCC(C)(C)n1nnnc1C(c1cccs1)N1CCN(Cc2ccccc2)CC1 (configuration not stated) | ? | -16.5% | -11.8 | -3.7 | -0.1% | 0.0%
Cc1ccc([N+](=O)[O-])cc1N=C1C(=O)Nc2ccccc21 | 9.5% | 5.9% | -4.0 | -0.7 | -1.5% | -1.7%
Cc1oc(C(=O)O)cc1COc1cccc2cccnc12 | 7.0% | -12.3% | 25.2 | -1.4 | ? | ?
CCS(=O)(=O)n1nc(-c2ccc(Cl)cc2)nc1SCc1ccccc1 | 188.1%[activator] | -10.0% | 59.8* | 19.0* | 117.2%[activator] | -3.8%
C=CCNC1=C(Cl)C(=O)N(Cc2ccccc2)C1=O | 1.0% | 1.8% | -2.1 | -5.1 | 3.1% | 39.8µM*
Cc1cc(C)nc(SCCS(=O)(=O)Cc2ccc(Cl)cc2)n1 | 3.5% | -5.8% | -9.3 | 6.0 | 10.4µM* | -0.9%
CC(C)C(=O)N1CCC2(CC1)Oc1ccc(Cl)cc1C(=O)C21CC(c2cccnc2)=NO1 (configuration not stated) | ? | -1.3% | -4.6 | -6.0 | ? | -1.6%
Cc1cccc(Nc2nnc(-c3ccc(C(=O)N4C[C@H]5C[C@H](C4)c4cccc(=O)n4C5)cc3)c3ccccc23)c1 | ? | -4.1% | -6.6 | -3.5 | 3.7µM* | 1.9%
Cc1ccc(NC(=O)CSCC(=O)N2c3ccccc3CCc3ccccc32)cc1 | ? | 0.4% | -15.4 | -1.1 | ? | -3.9%
CCn1ncc(Br)c1C(=O)Nc1ccn(C23CC4CC(CC(C4)C2)C3)n1 | -9.6% | 7.5% | 11.3 | -1.7 | -8.0% | 0.8%
COc1cc(CNCC(O)c2ccccc2)ccc1OCc1ccc(Cl)nc1 (configuration not stated) | . | -3.3% | 30.2 | 16.7* | 3.7µM* | -20.8%
CC(=O)OCC(NC(=O)C(COCc1ccccc1)NC(=O)OC(C)(C)C)C1OC(n2cc(C)c(=O)[nH]c2=O)C(OC(C)=O)C1OC(C)=O (configuration not stated) | . | 6.7% | -2.5 | 1.2 | . | .
O=C(CCN1CCN(S(=O)(=O)c2ccc(Cl)cc2)CC1)Nc1ccccc1F | -19.1% | -0.1% | -13.5 | -5.0 | -18.2% | 4.4%
CC(C)(C)[C@@H]1C=C(C(=O)NCc2ccccc2)O[C@H](OCc2ccc(CO)cc2)C1 | -11.5% | ? | -10.4 | 1.7 | -16.4% | -19.9%
CCn1nc(C)cc1C(=O)N1CCCC(C(=O)c2ccccc2SC)C1 (configuration not stated) | -10.0% | 14.8% | -4.6 | 1.5 | 0.0% | 1.7%
O=C(CCCCCn1c(=S)[nH]c2cc3c(cc2c1=O)OCO3)N1CCN(c2ccc(F)cc2)CC1 | ? | . | -1.9 | 10.7 | 13.8% | -14.2%
COc1ccc(C)cc1S(=O)(=O)N1CCC(C(=O)NCCC2=CCCCC2)CC1 | ? | -0.7% | 27.8 | 3.7 | . | -22.6%
CCOC(=O)c1c(NC(=O)COC(=O)C2CCC2)sc(C(=O)N(C)C)c1C | -10.3% | . | . | . | 1.8% | 16.7%
CC(C)OCCCn1c(SCC(=O)Nc2ccccc2C(F)(F)F)nc2nccnc2c1=O | 10.8% | . | 15.9 | -2.7 | 43.0%[activator] | 2.9%
S=C1NC[C@H](Cc2cccc3ccccc23)N1CC1CCCCC1 | -26.8% | 8.9% | -1.5 | -1.2 | ? | 16.7%
COC(=O)C1=C(c2ccc(Cl)c(C(F)(F)F)c2)C[C@@H]2CC[C@H]1N2C(=O)N1CCCC1 | 11.7µM* | . | . | . | ? | -6.7%
Cn1nc(CC(=O)NCCN2C(=O)CSC2=O)c2ccccc2c1=O | . | 0.4% | -14.3 | -3.7 | 28.0% | 1.2%
CC1CCN(C(=O)C(C)OC(=O)CSc2ccc([N+](=O)[O-])cc2)CC1 (configuration not stated) | 16.5% | . | . | . | -0.9% | -5.5%
O=C(C1=NN[C@@H]2C(=O)N(c3ccccc3C(F)(F)F)C(=O)[C@H]12)C(c1ccccc1)c1ccccc1 | -1.6% | -0.1% | 0.6 | -1.9 | -3.0% | -12.9%
O=S(=O)(c1ccccc1)N1CCC2(CC1)OCCN2S(=O)(=O)c1cccs1 | ? | . | . | . | ? | -32.4%
COc1ccc(-c2cnnc(N/N=C/c3ccc(O)cc3)n2)cc1 | -3.7% | 4.4% | 30.8 | 30.0 | 13.0% | 2.0%
COc1ccc(OC)c(NC(=O)c2nc(S(=O)(=O)Cc3ccccc3)ncc2Cl)c1 | 22.7% | . | 6.3 | 10.0 | 39.8%[activator] | 3.16µM*
Cc1nc2c([N+](=O)[O-])c(C)c(C)cc2[nH]1 | ? | -12.8% | 16.2 | 7.0 | 9.6% | -1.3%
CCCC(=O)Nc1ccc(N2CCN(S(C)(=O)=O)CC2)cc1 | 3.2% | -2.6% | 1.5 | -4.0 | -3.7% | 3.4%
Cc1nn(-c2nc3ccccc3s2)c(N)c1-c1ccccc1 | 166.6%[activator] | 13.4% | 90.5* | 72.4* | . | 2.7%
Cc1ccc2nc(NC(=O)CSc3nc4c(c(=O)n3C)SC(C)C4)sc2c1 (configuration not stated) | ? | -10.4% | 27.9 | 6.1 | ? | -0.7%
C/C(O)=C\c1nc2ccccc2oc1=O | ? | -19.7% | 47.0* | 24.7* | ? | -11.4%
CC(=O)c1cccc(NC(=O)/C(=C\c2cccnc2)NC(=O)c2ccco2)c1 | -11.0%[5.75 µM] | -2.0% | 10.8 | -3.6 | 0.0% | 1.5%
CCCCC(O)(c1ccc(OC)cc1)C(CN1CCOCC1)c1ccccc1 (configuration not stated) | . | -15.3% | -5.6 | -2.7 | 24.2% | -19.5%
Cn1c(=O)c2c(ncn2CC(COCc2ccccc2)OCc2ccccc2)n(C)c1=O (configuration not stated) | -14.8% | 2.7% | 2.7 | -0.6 | -25.7% | -4.5%
CCN1CCN(CCOc2ccccc2-c2ccccc2)CC1 | -5.1% | ? | -4.9 | -5.9 | ? | .
Cn1nnc2cc(C(=O)Nc3ccc(Cl)cc3)ccc21 | 31.7%[activator] | -5.9% | 35.7 | 12.9 | 101.4%[activator] | .
O=C(CNCC1CCCO1)N1CCN(S(=O)(=O)c2ccc3ccccc3c2)CC1 (configuration not stated) | . | -23.0% | -48.8 | -6.2 | -3.2% | -4.5%
COc1ccc(OC)c(NC(=O)Cn2c(-c3ccc(Cl)cc3)noc2=O)c1 | 4.15µM* | -1.2% | 20.4 | -4.4 | 173.3%[activator] | 4.9%
CCN(Cc1ccc(OC)c(COC)c1)CC1CCCN(CCc2cccc(OC)c2)C1 (configuration not stated) | ? | 5.8% | -8.3 | 1.3 | -12.1% | -0.8%
O=S(=O)(c1ccc(F)cc1)N1CCC(N2CCCC2)CC1 | 15.0% | -11.2% | -3.9 | -4.8 | ? | -12.6%
O=C(NNC(=O)c1cccs1)c1ccc([N+](=O)[O-])cc1 | 99.3%[activator] | 7.3% | 54.5 | 34.7 | 75.6%[activator] | 8.7%
O=C(O)c1ccc(-c2ccccc2Cl)o1 | 2.2% | 7.7% | 20.1 | -2.3&17.2 | . | -19.1%
O=C(CN1CCOCC1)c1ccc(Br)cc1 | 22.5% | -16.7% | 7.5 | 5.6 | 63.8%[activator] | 35.5µM*
CN(Cc1ccccc1F)C(=O)CCNC(=O)c1ccc(C(C)(C)C)cc1 | -15.2% | . | . | . | -29.1% | -0.7%
COc1ccc2[nH]cc(CCNC(=O)Cc3ccc(F)cc3)c2c1 | 29.6% | 0.4% | -5.0 | -1.4 | ? | 5.3%
CSc1ccccc1NC(=O)Nc1ccccc1Cl | -5.2% | -6.4% | 37.8 | 23.7* | 60.5%[activator] | 7.2%

Next part
compound | Pf growth 48h | Giardia FBPA inh | Shiga inhibitor | CHX counter | Pf growth 96h | Sm TGR block
COc1ccc([N+](=O)[O-])cc1NC(=O)c1csc(C)c1 | ? | . | -5.6 | -0.8 | -0.2% | 2.9%
Cc1[nH]c2ccccc2c1C(c1ccncc1)N1CCN(c2ccc(F)cc2)CC1 (configuration not stated) | ? | -1.0% | -5.2 | -4.1 | -37.3% | 8.91µM*
Nc1ccccc1Nc1cc(-c2ccccc2)nn1-c1ccccc1 | 4.3% | -3.8% | 47.9 | 18.4* | ? | -2.9%
CC1CC(C)CN(C(=O)CCCNC(=O)c2ccc(Cl)cc2)C1 (configuration not stated) | 35.2%[activator] | . | -11.3 | -5.0 | 3.2% | 3.3%
Cc1c(O)c(=O)c2ccccc2n1C | 19.3% | -4.9%[12.9 µM] | -17.0 | -6.3 | 0.5% | 1.5%
CNC(=S)SCCOc1ccccc1C | 13.3% | -8.9% | 16.7 | 9.9 | ? | -3.9%
Cc1nnc(SCC(=O)N(Cc2ccccc2)C(C)C)n1-c1ccccc1 | . | 4.0% | -8.8 | -2.4 | ? | -3.1%
Cc1cc(=O)oc2cc(NC(=S)NCc3ccccn3)ccc12 | 21.0% | -12.5% | 33.7* | 17.0 | -6.9% | 8.3%
CCC(C)NS(=O)(=O)c1ccc(OCC(=O)N2CCCC2)cc1 (configuration not stated) | -0.2% | 5.4% | -4.7 | -1.7 | ? | 1.9%
CC(C)CCC1(C)NC(=O)N(CC(=O)c2ccc[nH]2)C1=O (configuration not stated) | ? | . | . | . | ? | -21.4%
CC(C)(C)c1ccc(C(=O)NC(=S)NCc2ccco2)cc1 | ? | . | 70.8 | 24.1* | 10.1% | ?
O=C(C=C=Nc1ccccc1)C(=O)N=C=Cc1ccccc1 | ? | -17.1% | 71.7* | 24.1* | ? | ?
CCc1ccccc1NC(=O)NCCN1CCCCC1 | -1.6% | 0.2% | -9.7 | -2.6 | -5.8% | 5.6%

In a second layout: two of the compounds above.
CC(C)CCC1(C)NC(=O)N(CC(=O)c2ccc[nH]2)C1=O (configuration not stated)
  Pf growth 48h: ?
  Giardia FBPA inh: .
  Shiga inhibitor: .
  CHX counter: .
  Pf growth 96h: ?
  Sm TGR block: -21.4%
CCC(C)NS(=O)(=O)c1ccc(OCC(=O)N2CCCC2)cc1 (configuration not stated)
  Pf growth 48h: -0.2%
  Giardia FBPA inh: 5.4%
  Shiga inhibitor: -4.7
  CHX counter: -1.7
  Pf growth 96h: ?
  Sm TGR block: 1.9%

Three compounds out of the list, arranged by SMILES length, low to high:
compound | Pf growth 48h | Giardia FBPA inh | Shiga inhibitor | CHX counter | Pf growth 96h | Sm TGR block
O=C(C=C=Nc1ccccc1)C(=O)N=C=Cc1ccccc1 | ? | -17.1% | 71.7* | 24.1* | ? | ?
Cc1cc(=O)oc2cc(NC(=S)NCc3ccccn3)ccc12 | 21.0% | -12.5% | 33.7* | 17.0 | -6.9% | 8.3%
CC(C)(C)c1ccc(C(=O)NC(=S)NCc2ccco2)cc1 | ? | . | 70.8 | 24.1* | 10.1% | ?
